Screening results (PubChem)
VLA-4 inh – inhibition in human VLA-4 binding assay, primary screen, VLA-4 allosteric modulator project, MLPCN library, flow cytometry, VLA-4 expressing cells; AID 2557, 2010; ligand binding flow cytometry; hit rate 0.2% among 330,000; Integrin alpha-4 (Homo sapiens), P13612; inhibition, % (about 7 µM as worked out from the volumes in the protocol); in the data active means inhibition above about 50%
proCasp7 act – procaspase-7 activators, primary screen, counter-screen for procaspase-3 activator project, biochemical, absorbance, HTS, human; Caspase-7 (Homo sapiens), P55210; recombinant procaspase-7, Ac-DEVD-pNA absorbance 405 nm; D23A/D198A/D206A triple mutant, cannot self-cleave; scale: DMSO 0, 5 µM enzyme 100; activation, % at 8.5 µM; hit rate 0.093% among 330,000; AID 463210, 2010;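 active means percent activation above the screen-wide mean plus 3 SD, cut at about 25% in these data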
Target sequence (P55210 whole entry D23A/D198A/D206A): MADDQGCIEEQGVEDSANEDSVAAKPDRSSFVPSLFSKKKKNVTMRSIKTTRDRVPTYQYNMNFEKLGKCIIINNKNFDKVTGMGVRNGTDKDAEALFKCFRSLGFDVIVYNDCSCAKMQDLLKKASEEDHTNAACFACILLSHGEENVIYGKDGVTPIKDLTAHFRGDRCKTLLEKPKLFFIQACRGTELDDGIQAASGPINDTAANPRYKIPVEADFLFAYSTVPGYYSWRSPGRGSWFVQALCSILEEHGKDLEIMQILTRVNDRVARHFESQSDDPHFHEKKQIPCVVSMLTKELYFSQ
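System: Uncleavable procaspase-7 mutant enzyme; Amount: 2 µM procaspase-7 mutant as dispensed; Schedule: 1 h compound preincubation, 2 h substrate cleavage, 25 °C; Measured by: 405 nm absorbance of p-nitroaniline; Evaluation: percent activation from buffer-corrected 0–120 min absorbance change; Control set: low DMSO alone, high DMSO plus 5 µM PC-7.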
Fh CTSL1 inh – Fasciola hepatica cathepsin L1 inhibitors, primary screen, counter-screen for PFM18AAP inhibitor project, biochemical, QFRET, fluorogenic peptide substrate; recombinant F. hepatica cathepsin L1, Z-Leu-Arg-MCA fluorescence; inhibition, % at 5.96 µM; hit rate 0.49% among 300,000; AID 1906, 2009;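 active means inhibition above the mean of all tested compounds plus 3 SD, set per screening campaign, cut at about 17% in these data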;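 further: 0% = plate median of test compound wells and 100% = 1 µM Z-Phe-Ala-diazomethylketone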
PP1 counter – PP1-alpha phosphatase inhibitors, primary screen, counter-screen for PP5 inhibitor project, biochemical, fluorescence, OMFP substrate, single point; Serine/threonine-protein phosphatase PP1-alpha catalytic subunit (Homo sapiens), P62136; purified PP1alpha; inhibition, % at 6.7 µM; hit rate 0.9% among 320,000; AID 2235, 2010;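 active means inhibition above the mean inhibition of all tested compounds plus 3 SD, computed separately for each screening campaign, cut at about 15% in these data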
GRK2 aptamer HTS – compounds blocking aptamer binding on GRK2 – biochemical, human GRK2, bead flow cytometry, HTS, primary screen; hit rate 0.59% among 330,000; AID 488847, 2010; inhibition of aptamer binding, % at 10 µM; Beta-adrenergic receptor kinase 1 (Homo sapiens), P25098; FAM-aptamer displacement from GRK2;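 active means inhibition of aptamer binding above 40%, roughly 3 SD of noise, on plates passing a quality check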;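 further: median bead fluorescence of bound FAM aptamer so fluorescent compounds give negative values; no value below 0 was filed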
JMJD2C inh – inhibitors of GASC-1 histone demethylase, primary screen, biochemical, fluorescence, DELFIA europium; GST-JMJD2C(1-420) H3K9me3 demethylation; inhibition, % at 2.35 µM; hit rate 0.069% among 330,000;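 active means more than half of a compound's replicate wells show inhibition beyond 50%, single wells judged on their own value; inconclusive means some, but no more than half, of replicates pass 50% inhibition; inactive means no replicate passes 50% inhibition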;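 further: signal counts dimethyl H3K9 product captured on neutravidin plate; 0% = median of DMSO wells and 100% = 0.3 times that DMSO median; strong numbers were not always called active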
HCV core dimer – inhibitors of HCV core protein dimerization, primary screen, biochemical, TR-FRET, high-throughput. TR-FRET GST/Flag-core106 dimerization, 1536-well. inhibition, % at 5 µM. hit rate 0.33% among 300,000. AID 1899, 2009;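 active means inhibition above the mean of all tested compounds plus 3 SD, set per screening campaign, cut at about 45% in these data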
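Material: Tagged HCV core106 pair (GST and Flag) | Amount: GST-core106 13.5 nM, Flag-core106 17 nM | Medium: KF-containing HEPES buffer, pH 7.45, DTT, CHAPS, BSA | Reagent: Eu donor and XL665 acceptor anti-tag antibodies | Schedule: 4 h at 22.5 °C | Technique: Time-resolved FRET, ex 340 nm, em 617 and 671 nm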
PP5 inh – PP5 phosphatase inhibitors, primary screen, biochemical, fluorescence; inhibition, % at 6.7 µM; hit rate 0.18% among 320,000; AID 1987, 2009; Serine/threonine-protein phosphatase 5 (Homo sapiens), P53041; purified PP5c, OMFP substrate fluorescence;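 active means inhibition above the campaign's mean inhibition across all tested compounds plus 3 SD, cut at about 9.5% in these data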;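 further: 0% = DMSO only and 100% = 100 µM cantharidin control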
Target sequence (P53041 whole entry, looked up): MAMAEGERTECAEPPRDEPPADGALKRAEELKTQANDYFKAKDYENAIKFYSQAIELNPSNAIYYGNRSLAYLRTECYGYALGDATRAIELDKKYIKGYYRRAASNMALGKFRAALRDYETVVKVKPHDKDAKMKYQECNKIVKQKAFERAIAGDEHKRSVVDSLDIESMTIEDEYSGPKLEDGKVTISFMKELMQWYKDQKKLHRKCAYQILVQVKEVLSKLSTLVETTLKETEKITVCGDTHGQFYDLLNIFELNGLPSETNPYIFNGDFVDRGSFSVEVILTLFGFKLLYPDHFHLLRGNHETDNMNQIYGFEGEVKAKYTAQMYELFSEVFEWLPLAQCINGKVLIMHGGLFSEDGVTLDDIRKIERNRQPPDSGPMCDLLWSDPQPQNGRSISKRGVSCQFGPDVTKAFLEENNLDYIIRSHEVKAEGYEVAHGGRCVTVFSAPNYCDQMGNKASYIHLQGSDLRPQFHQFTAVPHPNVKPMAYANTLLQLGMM
procasp3 activ – activators of human procaspase-3 D3A mutant, primary screen, biochemical, absorbance, PC-3 D3A mutant, single concentration | Caspase-3 (Homo sapiens), P42574 | recombinant procaspase-3 D3A, Ac-DEVD-pNA absorbance 405 nm | activation, % at 8.5 µM | hit rate 0.11% among 330,000 | AID 463141, 2010;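 active means activation above the mean of all tested compounds plus 3 SD, cut at about 21% in these data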;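 further: 0% = DMSO alone and 100% = DMSO wells spiked with extra 5 µM PC-3 D3A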
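Compound: 8.5 µM single point, 0.8% DMSO / Material: Autoprocessing-dead procaspase-3 D3A mutant enzyme / Timing: 1 h preincubation plus 2 h reaction at 25 °C / Medium: Zinc-free HEPES/NaCl buffer with 0.01% Triton X-100 at pH 7.4 / Technique: 405 nm absorbance of p-nitroaniline, reads at 0 and 120 min / Repeats: one well per compound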
Active calls of the source: *; ? = inconclusive; · = not tested or not shown.

Every second line gives: VLA-4 inh, proCasp7 act, Fh CTSL1 inh, PP1 counter, GRK2 aptamer HTS, JMJD2C inh, HCV core dimer, PP5 inh, procasp3 activ
CCc1ccc(N(CC(=O)NCc2ccc(OC)cc2)C(=O)CCC(=O)Nc2ccccn2)cc1
 : 0, 6, -1, 0, 0, 8, 12, 3.0, -4
Cc1ccc(CS(=O)Cc2ccc(C(=O)N3CCN(C4CCCCC4)CC3)o2)cc1 (stereo not drawn)
 : -4, -16, -1, 0, 0, 4, -16, -1.6, 4
O=C(CCN1c2ccccc2Sc2ccccc21)Nc1ccccc1
 : -18, -2, 1, 1, 0, -8, -3, 1.0, 7
COc1ccc(NC(=O)c2cc(C)cc(C)c2)cc1[N+](=O)[O-]
 : 18, 2, -2, -4, 2, -5, -2, 3.5, -4
CCc1ccc(NC(=O)c2cccnc2)cc1
 : 7, -8, -1, -10, 0, -7, 3, 5.5, -3
Cc1ccc(CCNC(=O)CCn2ccc3cc(S(=O)(=O)N4CCCC4)ccc32)cc1
 : 13, -3, 3, 1, 2, 8, 2, 3.6, -7
CCOc1cc(CNn2cnnc2SCC(=O)NC(C)(C)C)ccc1OCC(=O)NC(C)(C)C
 : 2, 3, 0, -4, 3, 66, -3, 0.8, 3
CN(C)S(=O)(=O)N1CCN(CC(=O)Nc2ccc(Br)cc2)CC1
 : 0, 3, 3, 3, 0, -2, -5, 0.1, -6
CCOc1ccc(NC(=O)c2ccco2)c([N+](=O)[O-])c1
 : -16, -9, 5, -1, 0, -1, -3, 0.5, -2
CN(C)S(=O)(=O)c1cc(NC(=O)COC(=O)Cc2ccc(Br)cc2)ccc1Cl
 : 0, -1, -3, 3, 0, 34, 0, 4.1, 0
CCc1ccc2c(c1)C1(SC(NC(C)=O)=NN1C(C)=O)C(=O)N2CC (stereo not drawn)
 : 3, -8, 3, 5, 0, -37, -1, 0.3, -6
Cc1ccc(C)c(OCCC(=O)OCC(=O)N2c3ccccc3NC(=O)C2(C)C)c1
 : 11, -4, ·, 6, 4, -1, ·, 4.0, 1
CC12CC3(C)CC(C)(C1)CC(C(=O)NCC(=O)O)(C2)C3
 : 2, -1, -1, -1, 1, ?, -3, -0.4, 1
Cc1ccc(CNS(=O)(=O)NCc2ccccc2F)cc1
 : 5, 10, -2, -2, 0, -5, 0, 2.2, 8
COC(=O)CSc1nnnn1-c1cccc2ccccc12
 : 3, -5, 0, -5, 0, 2, -1, 1.5, 0
CCOC(=O)Cc1cc(C)[nH]c1C(=O)OCC
 : 1, 5, -3, -4, 1, 1, 0, 2.6, -2
CNC(=O)COC(=O)/C=C/c1cn(-c2ccccc2)nc1-c1ccc2c(c1)OCCO2
 : 3, -2, -15, -2, 1, -3, -1, 2.5, 8
CN(C)c1nc(NC(C)(C)C)nc(SCC(=O)Nc2ccccc2)n1
 : 5, 0, 9, 0, 2, -20, 2, 2.5, -3
CCc1ccccc1Nc1nc(N)nc(COC(=O)c2cccn2C)n1
 : 6, -1, -1, 3, 3, -6, -2, 1.3, -3
CCCN1CCC(NC(=O)CCc2nnc(Cc3cc(OC)ccc3OC)o2)CC1
 : 9, 9, -2, -2, 0, -8, -1, -0.3, 6
CC1CCCN(C(=S)Nc2ccc(S(=O)(=O)N3CCCCC3)cc2)C1 (stereo not drawn)
 : 9, -17, 1, -1, 0, -7, 4, 1.9, -8
O=C(COC(=O)CC1c2ccccc2CCN1S(=O)(=O)c1ccc(F)cc1)Nc1ccccc1 (stereo not drawn)
 : 2, -1, -4, 5, 1, -12, 6, 3.6, 5
O=C(C[n+]1ccc(C(=O)N/N=C/c2ccc(Br)cc2)cc1)c1ccccc1
 : 1, -10, 2, 2, 0, -10, 2, 1.2, -11
CCC(=O)Nc1cccc2ccccc12
 : 6, -1, 2, -1, 1, 10, -1, -1.4, 7
O=C(NCc1ccccc1F)C1CCCN1C(=O)Nc1ccccc1 (stereo not drawn)
 : 8, -4, 3, -4, 0, -1, 0, -2.9, -1
NC(=O)[C@@H]1CCCCNc2c(F)cc([N+](=O)[O-])cc2C(=O)N[C@@H](CC(=O)O)C(=O)NCC(=O)N1
 : 7, -17, -3, 1, 2, 0, -16, 3.4, 5
COc1ccccc1CC(=O)NNC(=O)c1ccco1
 : 13, -5, 0, 0, 1, 2, 10, 0.7, 12
COc1ccc(CCn2c(=O)[nH]c3cc(C(=O)N4CCN(c5ccccc5)CC4)ccc3c2=O)cc1OC
 : -3, -4, 2, -5, 2, -11, 13, 0.3, 1
O=C(NC1CC1)c1cccc(Br)c1
 : -3, -5, 6, 0, 0, 9, -4, -0.4, 0
CCc1nnc(NC(=O)C2CCN(S(=O)(=O)c3ccc(C)cc3)CC2)s1
 : 8, -3, 1, 5, 0, 18, -1, -1.8, -2

The results go on.
mol	VLA-4 inh	proCasp7 act	Fh CTSL1 inh	PP1 counter	GRK2 aptamer HTS	JMJD2C inh	HCV core dimer	PP5 inh	procasp3 activ
C/C(=N/NC(=O)c1cccs1)c1cccc(NC(=O)C2CC2)c1	4	1	-3	1	2	4	0	2.4	-10
COc1ccc(CNC(=O)c2ccccc2NS(C)(=O)=O)cc1	27	-12	-2	-2	1	-5	0	-0.9	1
OCCC1CN(Cc2ccc3nsnc3c2)CCN1CCc1ccccc1 (stereo not drawn)	4	2	-2	-4	2	-1	1	3.6	2
Cc1ccc(S(=O)(=O)N2CCCC(C(=O)NCc3cccnc3)C2)cc1Cl (stereo not drawn)	7	0	-2	-1	0	-5	-3	-1.4	4
COC(=O)c1ccccc1NC(=O)Cn1cc(Br)cn1	-3	5	4	-1	0	-9	1	0.5	8
Cc1ccc2[nH]c3c(NCc4ccco4)ncnc3c2c1	0	-8	0	-2	0	5	1	2.9	-1
O=C(NCc1ccco1)C(=O)NCC1OCCCN1S(=O)(=O)c1ccc(Cl)cc1 (stereo not drawn)	-2	6	-1	1	1	-8	8	0.9	8
CC12CCC(=O)N1C(C(=O)Nc1nc(-c3cc(F)ccc3F)cs1)CS2 (stereo not drawn)	17	3	1	-4	2	0	1	-1.2	0
Cc1ccc2c(c1)C(O)(CC(=O)c1cccc(-n3cccc3)c1)C(=O)N2 (stereo not drawn)	1	7	-3	3	5	2	1	2.9	1
CC1Cc2ccccc2N1C(=O)COc1cccc(-n2cnnn2)c1 (stereo not drawn)	18	3	3	1	1	-9	3	-0.4	1
CCOC(=O)C(=CNc1ccc(N2CCOCC2)cc1)C(=O)OCC	3	4	-1	-4	1	-10	-2	1.0	6
CCOC(=O)N1CCN(C2CCCN(C(=O)c3ccccc3SC)C2)CC1 (stereo not drawn)	17	6	-4	-3	5	-7	2	-0.1	1
CC(=O)Nc1ccc(S(=O)(=O)N2CCC(c3nc4c(nnn4Cc4ccccc4Cl)c(=O)[nH]3)CC2)cc1	3	7	2	10	3	6	11	4.5	1
COc1ccc(CCC(=O)NCCS(=O)(=O)N2CCN(c3ccccc3OC)CC2)cc1	-6	-3	-3	-2	0	-2	-10	2.1	4
CC(C)(C)c1ccc(C(=O)N2CCN(C(=O)c3cccs3)CC2)cc1	3	15	·	·	0	·	·	·	5
CC(NC(=O)CCCN1C(=O)c2ccccc2C1=O)c1ccc2c(c1)CCCC2 (stereo not drawn)	-2	-1	-2	1	2	-2	5	-6.8	-7

Record cards, from the list above. Order of screens: VLA-4 inh | proCasp7 act | Fh CTSL1 inh | PP1 counter | GRK2 aptamer HTS | JMJD2C inh | HCV core dimer | PP5 inh | procasp3 activ
Listed for CCOC(=O)Cc1cc(C)[nH]c1C(=O)OCC : 1 | 5 | -3 | -4 | 1 | 1 | 0 | 2.6 | -2
Listed for COC(=O)CSc1nnnn1-c1cccc2ccccc12 : 3 | -5 | 0 | -5 | 0 | 2 | -1 | 1.5 | 0
Listed for CN(C)S(=O)(=O)c1cc(NC(=O)COC(=O)Cc2ccc(Br)cc2)ccc1Cl : 0 | -1 | -3 | 3 | 0 | 34 | 0 | 4.1 | 0
Listed for CCOc1ccc(NC(=O)c2ccco2)c([N+](=O)[O-])c1 : -16 | -9 | 5 | -1 | 0 | -1 | -3 | 0.5 | -2
Listed for Cc1ccc(S(=O)(=O)N2CCCC(C(=O)NCc3cccnc3)C2)cc1Cl (stereo not drawn) : 7 | 0 | -2 | -1 | 0 | -5 | -3 | -1.4 | 4
